# Bioassay records from PubChem BioAssay.
# Keap1 Nrf2 FP = Keap1-Nrf2 protein-protein interaction inhibitors, primary screen, biochemical, fluorescence polarization, single point; Keap1 Kelch-Nrf2 peptide fluorescence polarization, 1536-well; inhibition, % at 9.4 µM; actives 0.15% (n = 340,000); AID 504523, 2011; in the data active = inhibition above about 12%; inconclusive = no clear call, values can overlap the other calls; inactive = below about 7.3%;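 also: human Keap1 Kelch domain with fluorescein labeled Nrf2 9mer peptide probe; 0% = neutral control wells and 100% = peptide positive control; higher means more block of Keap1 binding to Nrf2 peptide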
# PvdQ acylase = P. aeruginosa PvdQ acylase inhibitors, primary screen, biochemical, fluorescence, plate reader and imaging, single point. PvdQ acylase [Pseudomonas aeruginosa LESB58]. purified PvdQ acylase. inhibition, % at 10 µM. actives 0.063% (n = 340,000). AID 488965, 2010; in the data active = inhibition above about 30%, passing the limit was not always enough; inconclusive = no clear call, values can overlap the other calls;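 also: 0% = vehicle neutral wells and 100% = reference inhibitor wells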
# NSD2 inh = NSD2 histone methyltransferase inhibitors, primary screen, biochemical, AlphaScreen, single concentration, set 2. NSD2 peptide methylation, 120 min. inhibition, % at 12.5 µM. actives 0.54% (n = 310,000). AID 743445, 2014. Histone-lysine N-methyltransferase NSD2 (Homo sapiens), O96028; in the data active = inhibition above about 50%
# CDK5 p35 inh = inhibitors of human CDK5/p35 kinase, primary screen, biochemical, single concentration | Cyclin-dependent kinase 5 (Homo sapiens) + Cyclin-dependent kinase 5 activator 1 (Homo … | actives 0.01% (n = 330,000) | Recombinant CDK5/p35, ADP-Glo luminescence, 60 min | inhibition, % at 10 µM;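 active = highest replicate inhibition of at least 50% and at least 75% of replicates reaching 50%; inconclusive = only one of the two criteria met; inactive = both criteria failed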;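 also: plate controls were DMSO neutral control for no effect and GW8510 at 10 µM for full effect; many of its hits are not listed in these tables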
# Target sequence (Q00535 whole entry, looked up): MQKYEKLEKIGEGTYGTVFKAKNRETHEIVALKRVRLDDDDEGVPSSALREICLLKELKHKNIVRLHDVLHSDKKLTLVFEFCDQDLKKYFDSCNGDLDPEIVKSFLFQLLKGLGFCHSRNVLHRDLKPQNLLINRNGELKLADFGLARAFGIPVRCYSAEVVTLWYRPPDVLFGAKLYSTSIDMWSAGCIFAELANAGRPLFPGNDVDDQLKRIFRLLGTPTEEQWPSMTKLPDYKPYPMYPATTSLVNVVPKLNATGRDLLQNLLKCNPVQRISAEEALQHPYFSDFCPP
# Target sequence (Q15078 whole entry, looked up): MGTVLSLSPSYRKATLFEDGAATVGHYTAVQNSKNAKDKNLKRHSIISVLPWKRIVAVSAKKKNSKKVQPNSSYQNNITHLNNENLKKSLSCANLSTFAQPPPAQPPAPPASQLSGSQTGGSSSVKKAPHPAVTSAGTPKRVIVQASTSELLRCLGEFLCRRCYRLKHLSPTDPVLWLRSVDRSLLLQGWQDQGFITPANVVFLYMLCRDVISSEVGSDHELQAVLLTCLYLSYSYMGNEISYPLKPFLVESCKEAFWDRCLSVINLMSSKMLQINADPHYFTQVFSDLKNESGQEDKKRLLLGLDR
# SUMO Mot1 rescue = yeast Mot1-301 growth rescue at high temperature, primary screen, SUMOylation pathway inhibitor project, S. cerevisiae, ATP luminescence, 38.5C. S. cerevisiae Mot1-301 growth rescue; percent above DMSO median, 100 means doubled. growth rescue, % at 18.8 µM. actives 1% (n = 320,000);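 active = every valid replicate shows activation above 250% relative to neutral control wells; inactive = the rest, any valid replicate at or below 250%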;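 also: OY570 slx delta 5 strain wells were the positive control but not used for scaling; some compounds called inactive have numbers as strong as hits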
# PfHsp90 set2 = growth inhibition of PfHsp90-expressing yeast, primary screen, antimalarial PfHsp90 inhibitor project, S. cerevisiae, BacTiter-Glo luminescence, single point, set 2; BacTiter-Glo ATP, 48 h; yeast lacking PDR1 and PDR3 efflux regulators; inhibition, % at 9.4 µM; actives 0.32% (n = 310,000);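 active = every replicate shows inhibition above about 80%, whatever the replicate mean, limit read from the data; inconclusive = mean inhibition reaches the set limit but some replicate falls short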;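 also: 0% = DMSO neutral controls and 100% = 20 µM radicicol positive controls; yeast relying on Plasmodium falciparum Hsp90 in place of its own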
# Rtt109 Vps75 = inhibitors of C. albicans Rtt109/Vps75 HAT, primary screen, biochemical, ThioGlo CoA-SH fluorescence, plate reader | Histone acetyltransferase RTT109 (Candida albicans (strain SC5314 / ATCC MYA-2876)), … | purified Rtt109/Vps75, 4 h | inhibition, % at 34.9 µM | actives 0.16% (n = 330,000) | AID 540336, 2011;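 active = inhibition of at least 50% in every replicate; inconclusive = best replicate reaches 50% inhibition but some replicates fall short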
# RTF Ca sens act = cardiac RTF calcium sensitivity activators, primary screen, biochemical, IANBD-TnC fluorescence, EC20 calcium; IANBD-labeled TnC RTF fluorescence at EC20 calcium; 0% EC20 calcium, 100% full calcium; activation, % at 7.2 µM; actives 0.24% (n = 340,000); AID 493008, 2010;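 active = activation above the mean over all tested compounds plus 3 SD, cut at about 30% in these data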;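 also: rise in fluorescence read as greater calcium sensitivity of cardiac thin filaments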
# Cardiac RTF inh = cardiac RTF calcium sensitivity inhibitors, primary screen, biochemical, IANBD-TnC fluorescence, EC70 calcium. Troponin I, cardiac muscle (Homo sapiens) + Troponin T, cardiac muscle (Homo sapiens) + …. IANBD-labeled cardiac RTF, Ca2+ fluorescence. inhibition, % at 7.15 µM. actives 0.12% (n = 340,000);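 active = inhibition above the mean inhibition of all tested compounds plus 3 SD, cut at about 17% in these data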;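 also: assay run at fixed EC70 calcium of 1.6 mM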
# dFosB activator = activators of delta FosB homodimer, primary screen, biochemical, fluorescence polarization, TAMRA-CDK5 oligo, single point | Protein FosB (Mus musculus), P13346 | purified delta FosB; percent of positive-control signal above neutral wells | activation, % at 25 µM | actives 0.99% (n = 340,000) | AID 493131, 2011;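 active = mean activation above about 17%, with every replicate also reaching it, limit read from the data, passing the limit was not always enough; inconclusive = only one of the two conditions met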;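 also: fluorescence polarization rise as delta FosB binds a TAMRA Cdk5 AP-1 oligo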
# Target sequence (P13346 whole entry, looked up): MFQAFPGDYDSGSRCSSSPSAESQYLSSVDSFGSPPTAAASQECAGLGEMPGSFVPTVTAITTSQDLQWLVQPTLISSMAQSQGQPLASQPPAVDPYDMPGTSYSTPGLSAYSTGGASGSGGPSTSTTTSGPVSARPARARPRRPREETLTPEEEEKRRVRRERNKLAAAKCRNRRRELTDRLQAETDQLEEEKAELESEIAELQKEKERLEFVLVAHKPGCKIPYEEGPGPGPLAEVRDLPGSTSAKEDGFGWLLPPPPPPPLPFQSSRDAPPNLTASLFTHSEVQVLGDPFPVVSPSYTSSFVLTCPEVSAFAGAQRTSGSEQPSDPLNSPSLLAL
# LANA DNA inh = inhibitors of KSHV C-LANA binding to DNA, primary screen, biochemical, fluorescence polarization, FAM-LBS DNA, MBP-C-LANA, single point; Kaposi's sarcoma herpesvirus LANA C-terminal domain (residues 932-1162) DNA binding; inhibition, % at 9 µM; actives 0.078% (n = 340,000); AID 504423, 2011;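 active = highest replicate inhibition at or above 60% at 9 µM, even if other replicates fall short; inactive = all replicates below 60% inhibition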;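 also: 0% = neutral control wells and 100% = 4 µM acridine orange control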
# Numbers without * were called inactive; ? = inconclusive; / = not tested or not shown.
# The first nine entries, ahead of the listing:
SMILES,Keap1 Nrf2 FP,PvdQ acylase,NSD2 inh,CDK5 p35 inh,SUMO Mot1 rescue,PfHsp90 set2,Rtt109 Vps75,RTF Ca sens act,Cardiac RTF inh,dFosB activator,LANA DNA inh
Cc1ccc(NC(=O)CN(C)S(=O)(=O)c2cccs2)c(Br)c1,-4,-21,2,3.4,-14,-12,4,-2,-5,-10,-1.8
CCN(CC(=O)Nc1sc2c(c1C#N)CCCC2)Cc1nc2ccccc2c(=O)[nH]1,5,5,0,-0.8,38,7,-1,9,6,1,-5.5
Cc1ccc2c(c1)sc1nc(=O)n(-c3ccccc3)c(=O)n12,1,-7,/,-0.5,-21,9,2,0,4,5,0.3
O=C(CCCCn1c(=O)c2ccccc2n(CC(=O)NC2CCCC2)c1=O)NC1CCCC1,2,-4,2,0.2,6,-22,1,0,6,2,-1.8
CN(CC(=O)Nc1cccc(F)c1)C(=O)c1cccnc1Sc1ccccc1Cl,-3,-11,7,-5.5,-16,-41,0,-4,5,-18,-9.5
CCn1ncc(C2=NOC(C(=O)Nc3cccc(C(C)=O)c3)C2)c1C (centres undefined),0,18,-3,0.6,3,-14,24,-8,-4,-7,1.0
CN1C(=O)CC(N2CCN(c3ccccc3)CC2)C1=O (centres undefined),-7,-19,0,-3.4,6,1,-6,1,-16,-3,-1.6
CC1(C)CC(=O)c2c(O)cc(OCc3ccc(Br)cc3)cc2O1,-7,-12,-2,-1.8,-9,6,3,-2,-7,-8,-0.8
CN(CCOc1ccc(-c2ccn(S(=O)(=O)c3ccc(Cl)cc3)n2)cc1)c1ccccn1,0,-6,-1,1.5,-19,/,0,4,10,-4,-0.8

# The list itself, previewed entries included:
SMILES,Keap1 Nrf2 FP,PvdQ acylase,NSD2 inh,CDK5 p35 inh,SUMO Mot1 rescue,PfHsp90 set2,Rtt109 Vps75,RTF Ca sens act,Cardiac RTF inh,dFosB activator,LANA DNA inh
Cc1ccc(NC(=O)CN(C)S(=O)(=O)c2cccs2)c(Br)c1,-4,-21,2,3.4,-14,-12,4,-2,-5,-10,-1.8
CCN(CC(=O)Nc1sc2c(c1C#N)CCCC2)Cc1nc2ccccc2c(=O)[nH]1,5,5,0,-0.8,38,7,-1,9,6,1,-5.5
Cc1ccc2c(c1)sc1nc(=O)n(-c3ccccc3)c(=O)n12,1,-7,/,-0.5,-21,9,2,0,4,5,0.3
O=C(CCCCn1c(=O)c2ccccc2n(CC(=O)NC2CCCC2)c1=O)NC1CCCC1,2,-4,2,0.2,6,-22,1,0,6,2,-1.8
CN(CC(=O)Nc1cccc(F)c1)C(=O)c1cccnc1Sc1ccccc1Cl,-3,-11,7,-5.5,-16,-41,0,-4,5,-18,-9.5
CCn1ncc(C2=NOC(C(=O)Nc3cccc(C(C)=O)c3)C2)c1C (centres undefined),0,18,-3,0.6,3,-14,24,-8,-4,-7,1.0
CN1C(=O)CC(N2CCN(c3ccccc3)CC2)C1=O (centres undefined),-7,-19,0,-3.4,6,1,-6,1,-16,-3,-1.6
CC1(C)CC(=O)c2c(O)cc(OCc3ccc(Br)cc3)cc2O1,-7,-12,-2,-1.8,-9,6,3,-2,-7,-8,-0.8
CN(CCOc1ccc(-c2ccn(S(=O)(=O)c3ccc(Cl)cc3)n2)cc1)c1ccccn1,0,-6,-1,1.5,-19,/,0,4,10,-4,-0.8
N#Cc1ccccc1Sc1ccccc1C(=O)OCC(=O)NC1CCS(=O)(=O)C1 (centres undefined),-6,-13,-3,-4.9,119,0,-4,12,-11,-10,-0.4
O=C(Nc1ccncc1)c1ccccc1[N+](=O)[O-],-1,-10,-11,4.1,-24,10,/,3,-19,2,-0.1
O=C(CSc1nc(C2CC2)nc2ccccc12)Nc1cccc(O)c1,-4,-27,26,-0.4,1,6,-17,-2,-18,?,0.9
CN1C[C@H]2CON(C)[C@H]2C[C@H]1c1cccc(-c2ccccc2)c1,-4,-22,/,-0.1,/,-21,5,-6,-2,1,0.9
Cc1ccc(S(=O)(=O)NC(C)C(=O)Nc2cccc([N+](=O)[O-])c2)cc1 (centres undefined),-1,7,0,0.0,5,2,6,1,-3,1,-0.6
CCc1nn(CC(=O)NCCCN(C)Cc2ccccc2)c(=O)c2cc3sc(C)cc3n12,-6,-16,6,2.2,-6,-2,4,-7,-9,4,0.1
Nc1nc(OCc2ccccc2)c2[nH]cnc2n1,-2,-11,/,1.0,-1,-3,-5,3,-6,2,-0.3
O=[N+]([O-])c1ccc(-c2ccc(C=Nc3cccc4ccccc34)o2)cc1,3,17,/,-1.5,571,16,-9,-1,-7,-12,-1.6
Cc1ccc(C(NC(=O)N2CCOCC2)=C(Cl)Cl)cc1F,-6,-6,2,-4.8,-20,-24,10,3,3,-5,0.9
O=C1C2C3C=CC(c4ccccc4)(C2C(=O)N1c1cccc(Cl)c1)C1C(=O)N(c2cccc(Cl)c2)C(=O)C31 (centres undefined),-2,2,0,1.1,-7,2,9,-3,5,4,-8.6
CCc1nc2ccc(C)cc2c(C(=O)Oc2cccc3cccnc23)c1C,-4,7,8,-0.8,-5,-4,3,5,-4,-8,-0.5
CCOC(=O)c1c(-c2ccccc2)oc2ccc(OCC(=O)NNC(=O)CCCC(=O)O)cc12,-1,-3,-1,-1.3,245,-7,0,3,4,-10,1.1
CCN(C(=O)c1cc2cc(OC)ccc2oc1=O)c1cccc(C)c1,-3,-5,3,0.0,-6,-3,-2,-7,2,3,-0.6
Cc1ccc(S(=O)(=O)/N=C(\CN2CCOCC2)N2CCCC2)cc1,1,-1,-1,2.0,19,-17,/,8,-7,3,-0.2
Cc1ccc(CN2CCN(CC(=O)NCCCN3CCN(c4ccc(F)cc4)CC3)C2=O)cc1,1,-9,-4,-0.4,137,5,5,-4,-3,7,0.2
CC1(C)CC(=O)C=C(CN2C(=O)c3ccccc3C2=O)C1=O,-3,-8,/,-2.9,2,7,0,1,-6,-4,1.3
CC1(C)N=C(N)NC(Nc2ccc(Br)cc2)=N1,-4,-8,1,-1.8,115,1,4,0,-10,-7,-1.2
CC(=O)N1CCN(C(=S)c2ccc([N+](=O)[O-])cc2)CC1,-1,-3,-1,0.4,54,5,-5,2,-16,0,0.8
COC(=O)/C=C/C(=O)NCc1ccco1,1,-1,1,-0.4,-8,6,7,-3,4,4,0.1
NNC(=O)C1CC(O)CN1S(=O)(=O)c1ccc(Cl)cc1 (centres undefined),1,-5,-4,4.1,26,7,2,0,2,-10,-1.4
O=C(COC(=O)Cc1ccccc1[N+](=O)[O-])NCc1ccccc1Cl,5,-4,0,0.0,-3,-11,-7,0,-4,-2,0.8
CCCC(C(=O)NCCC(C)C)N(Cc1ccc(OC)cc1)C(=O)c1snc(C(N)=O)c1N (centres undefined),-5,-14,-4,1.2,12,-2,7,2,-4,-10,-1.5
CC1(C)CC(=O)C(CCC(=O)c2ccccc2)C(C)(C)N1 (centres undefined),-7,-8,-1,-18,-20,/,0,2,-1,-8,-1.1
CC(=O)n1cc([C@H]2C=C(C(=O)NCc3ccccc3)O[C@@H](OCc3ccc(CO)cc3)C2)c2ccccc21,-2,-6,/,-1.2,-8,1,-6,0,-1,0,-1.1
CCN(CC(=O)Nc1ccc(S(N)(=O)=O)cc1)S(=O)(=O)c1cc(C)ccc1OC,-2,-11,5,1.0,146,8,9,2,-3,-11,1.5
Cc1cc(C(=O)COC(=O)CC2Sc3ccccc3NC2=O)c(C)n1-c1ccc(Br)cc1 (centres undefined),-4,4,1,0.5,-3,2,24,0,7,1,1.4
COc1ccc2cc(C(=O)C3CCCN(C(=O)C4=NN(C)C(=O)CC4)C3)ccc2c1 (centres undefined),-4,-13,-2,-1.5,-2,-5,-32,-3,7,-8,-0.9
COc1ccc(CCNC(=O)COc2nncc3ccccc23)cc1,-5,-11,-2,-0.7,-4,-2,-21,0,0,2,0.3
COc1ccc(-c2nc3n(c(=O)c2C#N)CCS3)c(OC)c1,-2,-4,/,0.4,-20,5,-2,1,-4,-2,1.3
COc1ccccc1NC(=O)CSCC(=O)N1c2ccccc2CCc2ccccc21,6,-3,22,-0.4,-11,-10,2,1,-11,-14,-0.4
O=C(Oc1ccc2c(c1)OCO2)C12CC3CC(CC(C3)C1)C2,-3,-15,0,1.0,-26,7,0,0,-8,-6,-0.1
CC(=O)Nc1ccc(NC(=O)CSc2nnc(-c3ccco3)o2)cc1,-2,-8,-3,-0.8,25,-9,-3,3,-1,-1,0.4
COc1cc2c(cc1OC)CN(CCC(=O)c1ccc(Br)cc1)CC2,-9,3,2,-0.6,-23,/,-3,-1,-3,-8,-0.4
CCOCC(=O)Nc1nnc(C2CCCCC2)s1,-3,3,-3,-0.3,-9,2,20,0,2,1,-0.6
COc1ccc(Cl)cc1-n1c(N)c(C(N)=O)sc1=S,-7,7,7,-0.5,-4,-15,30,5,0,-2,-1.3
Cc1ccc(C(=O)N2CCN(c3ccccn3)CC2)cc1,3,-11,-2,1.9,5,/,2,-1,0,-11,-1.8
O=C(COc1ncnc2ccccc12)NCCc1ccccc1,-6,-7,-5,-1.1,6,-5,-2,-3,3,0,-2.5
COC(=O)C1=C(NC(=O)c2cccc(OC)c2)CCS1,-2,-5,-4,1.1,7,-11,9,1,-6,-2,-2.1
COCCCNC(=O)c1cc(C(=O)c2ccccc2Br)c[nH]1,-1,-11,-4,0.5,11,43,5,2,-10,-11,1.4

# Quoted from the entries so far (two entries):
SMILES,Keap1 Nrf2 FP,PvdQ acylase,NSD2 inh,CDK5 p35 inh,SUMO Mot1 rescue,PfHsp90 set2,Rtt109 Vps75,RTF Ca sens act,Cardiac RTF inh,dFosB activator,LANA DNA inh
CC(=O)Nc1ccc(NC(=O)CSc2nnc(-c3ccco3)o2)cc1,-2,-8,-3,-0.8,25,-9,-3,3,-1,-1,0.4
COc1cc2c(cc1OC)CN(CCC(=O)c1ccc(Br)cc1)CC2,-9,3,2,-0.6,-23,/,-3,-1,-3,-8,-0.4
